Yeast lifespan up – extends the lifespan of yeast; S. cerevisiae growth with nicotinamide, OD615; deaD strain in restrictive glucose medium; inhibition of the nicotinamide effect, % at 10 µM; 130,000 tested, 0.68% active; AID 775;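 active = inhibition above a set limit, placed 3 SD over the median of all compounds, cut at about 26% in these data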;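 note: 0% = nicotinamide-treated wells and 100% = cells grown without nicotinamide; some compounds called inactive have numbers as strong as hits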
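Test system – modified budding yeast, DeaD strain · Compound – single dose 10 µM compound, 0.25% DMSO · Times – culture preincubation 4 h, compound exposure 48 h, both 30 °C · Detection – optical density (absorbance) at 615 nm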
E-sel TNF inh – TNF alpha driven E-selectin expression inhibition. HUVEC TNFa-induced E-selectin immunofluorescence, high content. inhibition, % at 2 µM. 120,000 tested, 0.71% active;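 active = inhibition above the batch mean plus 3 SD, and confirmed as a hit on visual image review, cut at about 43% in these data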;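 note: 0% = TNF-stimulated DMSO wells and 100% = unstimulated control wells; not every result past the cut was called active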
PTEN del growth – suppresses growth of cells with PTEN deletion; viability, % at 10 µM; HCT116 PTEN-null viability, CellTiter-Glo, 60 h; hits give low values; AID 827; 140,000 tested, 1.2% active;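 active = viability at or below a set limit, 4 SD under the median of all tested compounds, cut at about 3.7% in these data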;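 note: PTEN knockout HCT116 line with beta catenin targeted HCT116 as companion control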
bCat KO growth – beta-catenin-lacking colon tumor cell growth suppression; viability, % at 10 µM; 140,000 tested, 1.5% active; HCT116 beta-catenin knockout viability, CellTiter-Glo, 60 h; hits give low values;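 active = viability at or under a set limit, the compound median less 4 SD, cut at about 6% in these data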;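 note: 0% = Hyamine 1622 control at 20 µM and 100% = untreated cell control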
NPY-Y2 antag – NPY-Y2 (human) receptor antagonism. P49146. NPY-Y2 expressing cells, antagonist mode. inhibition, % at 2.7 µM. 140,000 tested, 0.99% active. AID 793; in the data active = inhibition above about 17%;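 note: 0% = vehicle with agonist challenge and 100% = reference antagonist with challenge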
Target sequence (P49146 whole entry, looked up): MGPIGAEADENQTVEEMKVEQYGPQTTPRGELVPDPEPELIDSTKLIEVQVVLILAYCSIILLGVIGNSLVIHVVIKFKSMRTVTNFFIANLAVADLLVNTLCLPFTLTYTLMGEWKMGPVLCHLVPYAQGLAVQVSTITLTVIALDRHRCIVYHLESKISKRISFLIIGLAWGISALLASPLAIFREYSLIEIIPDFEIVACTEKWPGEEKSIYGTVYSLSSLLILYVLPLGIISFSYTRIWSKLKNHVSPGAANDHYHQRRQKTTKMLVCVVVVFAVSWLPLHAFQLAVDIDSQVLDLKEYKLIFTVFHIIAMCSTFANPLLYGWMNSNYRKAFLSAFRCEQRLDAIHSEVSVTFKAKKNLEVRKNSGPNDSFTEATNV
Measles CPE – protection of cells from measles virus; AID 841; protection (pct of control), % at 4 µM; 140,000 tested, 1.5% active; Measles virus-infected cells, CPE protection, absorbance; in the data active = protection mostly above about 24%, no sharp cut-off; inactive = mostly below about 26%; note: some compounds called inactive have numbers as strong as hits
MRP-1 activ – activators of MRP-1; H69AR cells + doxorubicin, viability rescue, CellTiter-Glo; viability increase, % at 10 µM; AID 799; 140,000 tested, 0.61% active;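 active = viability gain under doxorubicin at or above a set limit, the compound median plus 3 SD, cut at about 4.7% in these data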;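 note: MRP-1 overexpressing cells given doxorubicin 25 µM after compound pretreatment; 18-22 h compound pretreatment then 72 h with doxorubicin before readout; 0% = doxorubicin-only wells and 100% = vehicle-treated cells without doxorubicin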
Yeast growth inh – yeast BB579 growth reduction in restrictive medium; inhibition, % at 10 µM; 140,000 tested, 0.51% active; S. cerevisiae BB579 growth, OD615, 48 h;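 active = inhibition above a set limit, 3 SD over the mean compound inhibition, cut at about 44% in these data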; note: inactives centre near -24
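controls = amphotericin B 10 µg/mL, positive | assay system = DeaD yeast strain BB579 | schedule = 48 h compound exposure at 30 °C after 4 h preincubation | detection = OD615 turbidity measurement | medium = restrictive CSMM-D medium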
GALR2 antag – antagonists of human galanin receptor 2 (GALR2) | 140,000 tested, 0.39% active | AID 828 | inhibition, % at 4 µM | GALR2-expressing cells, antagonist mode | O43603; in the data active = inhibition above about 27%;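 note: cells stimulated with galanin 1-16 at roughly its EC80; 0% = agonist challenge control and 100% = basal control without agonist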
Target sequence (O43603 whole entry, looked up): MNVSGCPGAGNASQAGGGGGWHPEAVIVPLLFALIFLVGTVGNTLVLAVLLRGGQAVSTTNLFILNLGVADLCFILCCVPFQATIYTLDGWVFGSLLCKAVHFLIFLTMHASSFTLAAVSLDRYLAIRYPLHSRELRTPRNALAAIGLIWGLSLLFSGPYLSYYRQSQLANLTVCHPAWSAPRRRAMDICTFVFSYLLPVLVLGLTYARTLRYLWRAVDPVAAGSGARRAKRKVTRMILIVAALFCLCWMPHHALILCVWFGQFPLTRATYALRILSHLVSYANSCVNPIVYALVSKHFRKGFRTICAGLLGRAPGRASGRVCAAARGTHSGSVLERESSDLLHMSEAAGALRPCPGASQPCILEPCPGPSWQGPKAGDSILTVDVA
Phagocytosis inh – blocks phagocytosis by macrophages. J774A.1 macrophage IgG-bead phagocytosis, imaging. inhibition, % at 5 µM. 110,000 tested, 0.07% active;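 active = inhibition above the mean of the plate negative controls plus 5 SD, cut at about 13% in these data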;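 note: phagocytic index as fraction of beads internalized from green versus red external bead signal; plate controls were DMSO negative control for no effect and cytochalasin-D positive control for full effect; some results beyond the cut were filed as inactive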
* hit, by the source's call; . = no result given. Compounds as they come. About 6.3% of those tested had a hit in this group.

compound	Yeast lifespan up	E-sel TNF inh	PTEN del growth	bCat KO growth	NPY-Y2 antag	Measles CPE	MRP-1 activ	Yeast growth inh	GALR2 antag	Phagocytosis inh
O=C1C2C3C=CC(C4CC34)C2C(=O)N1/N=C/c1ccc(-c2cccc([N+](=O)[O-])c2)o1 (stereo not given)	4	.	90	89	7	12	-0.7	-37	-1	4
CCCC1=C(C(=O)OCC)C(c2cc(Cl)cc(OC)c2OCc2ccccc2)NC(=O)N1 (stereo not given)	-3	-18	83	80	3	9	-3.7	-38	-7	.
O=C(c1ccco1)N1CCN(C(=O)c2oc(=O)c3ccccc3c2-c2ccccc2)CC1	-6	.	89	90	0	5	-4.0	-3	-8	0
CCN1CCN(CCCNC(=O)Cn2cc3c(n2)CCCC3)CC1	-8	.	90	95	2	5	-2.7	-21	5	1
O=C(Nc1nc2c(s1)C(=O)CCC2)c1ccccc1	-21	.	85	102	0	5	-1.2	-27	8	-3
Oc1ccc(F)cc1-c1cc(-c2ccc3c(c2)OCCO3)n[nH]1	-10	-4	44	18	-2	7	-5.3	-28	-6	-3
Clc1ccc(Cn2c(-c3cccnc3Cl)nc3ccccc32)cc1	0	-11	71	74	10	33*	-3.9	-53	8	.
Clc1ccc(-c2csc(=Nc3cccnc3)n2CCCn2ccnc2)cc1Cl	2	16	61	55	16	3	-5.7	-11	-11	-3
CCOC(=O)c1cnc(SCc2nc(N)nc(Nc3ccccc3)n2)nc1N	-23	-4	37	46	-1	3	-4.1	-41	4	-1
O=C(COC(=O)/C=C/c1ccco1)Nc1cccc([N+](=O)[O-])c1	-1	.	92	97	5	22	-2.9	-43	-9	-4
Cc1cc(C)n(-c2ccc(C(=O)NC(C)C)cc2)n1	-4	.	117	102	2	8	1.8	-15	5	1
COc1cccc(C2C3=C(CCCC3=O)Nc3nc(-c4cc(OC)c(OC)c(OC)c4)nn32)c1 (stereo not given)	-21	2	60	61	-3	7	-2.9	9	2	0
Oc1ccccc1-c1nnc(-c2ccc(C(F)(F)F)cc2)o1	-14	7	62	59	8	3	-3.7	-31	4	.
O=C(N/N=C/c1cc2c(cc1Cl)OCO2)c1ccncc1	-2	-8	98	91	5	3	-1.7	-46	-12	-3
O=C(CSc1nnc(SCc2ccc(Cl)cc2)s1)N1CCOCC1	-1	12	89	98	7	7	-1.7	-40	-1	-1

5 consecutive entries from above, quoted:
compound	Yeast lifespan up	E-sel TNF inh	PTEN del growth	bCat KO growth	NPY-Y2 antag	Measles CPE	MRP-1 activ	Yeast growth inh	GALR2 antag	Phagocytosis inh
Cc1cc(C)n(-c2ccc(C(=O)NC(C)C)cc2)n1	-4	.	117	102	2	8	1.8	-15	5	1
COc1cccc(C2C3=C(CCCC3=O)Nc3nc(-c4cc(OC)c(OC)c(OC)c4)nn32)c1 (stereo not given)	-21	2	60	61	-3	7	-2.9	9	2	0
Oc1ccccc1-c1nnc(-c2ccc(C(F)(F)F)cc2)o1	-14	7	62	59	8	3	-3.7	-31	4	.
O=C(N/N=C/c1cc2c(cc1Cl)OCO2)c1ccncc1	-2	-8	98	91	5	3	-1.7	-46	-12	-3
O=C(CSc1nnc(SCc2ccc(Cl)cc2)s1)N1CCOCC1	-1	12	89	98	7	7	-1.7	-40	-1	-1

(further entries)
compound	Yeast lifespan up	E-sel TNF inh	PTEN del growth	bCat KO growth	NPY-Y2 antag	Measles CPE	MRP-1 activ	Yeast growth inh	GALR2 antag	Phagocytosis inh
Cc1cc(N2CCOCC2)nc(-c2ccc([N+](=O)[O-])cc2)n1	-12	-2	99	107	1	28	-2.2	-37	1	.
CC(=O)c1cccc(NC(=O)C2CCCN(S(=O)(=O)c3ccccc3)C2)c1 (stereo not given)	-7	-14	86	84	1	18	-1.4	-43	-18	0
COc1ncnc2sc(-c3ccccc3)cc12	-21	-21	88	80	6	15	-0.3	-25	8	-1
Cc1ccccc1Oc1nc2ccccn2c(=O)c1/C=C(\C#N)C(=O)Nc1c(C)n(C)n(-c2ccccc2)c1=O	4	.	95	92	0	31	-4.7	-20	14	-8
CCCc1cc(C(N)=O)c(NC(C)=O)s1	-10	-11	82	91	-2	2	-2.7	-21	-4	-4
CCOC(=O)N/N=C/c1c(F)cccc1F	-1	-26	97	90	2	25	-0.6	-27	13	0
Cc1ccc(S(=O)(=O)c2nc(C(C)(C)C)oc2N2CCOCC2)cc1	9	13	111	95	6	18	-2.2	-9	0	0
CCOc1cc2[nH]c(=O)n(CCC(=O)NCCc3ccc(OC)c(OC)c3)c(=O)c2cc1OCC	-10	-6	97	84	2	43	-0.7	-46	-15	.
CCc1c(C)nc2ncnn2c1N1CCC(C(=O)Nc2ccc(C)cc2)CC1	-11	30	74	68	2	5	-0.2	6	-11	0
CCCCOc1ccc(C(=O)N/C(=C\c2ccc(OC)cc2)C(=O)OCc2ccco2)cc1	1	-4	71	88	8	18	-0.6	-61	-16	-4
CC1Cc2ccccc2N1CC(=O)c1c(N)n(Cc2ccccc2)c(=O)n(C)c1=O (stereo not given)	-3	.	46	55	0	11	-3.0	-7	-4	-6
O=C(Nc1n[nH]c(C2CCCCC2)n1)C1CCCCC1	-1	13	92	89	-2	1	-0.5	-34	-1	1
O=C(NCC(c1ccco1)N1CCN(c2ccccc2F)CC1)OCc1ccccc1 (stereo not given)	2	.	60	65	6	13	-4.2	-25	-12	-10
CNc1nc2sc3c(c2c(=O)n1C)CC(C)(C)SC3	-8	-9	98	96	1	17	-3.3	-30	1	0
CCCCCNC(=O)c1cccnc1SCC(=O)Nc1ccccc1OC	0	-19	91	89	1	16	-2.5	-17	-4	-8

A second format for part of the listing above.
CC1Cc2ccccc2N1CC(=O)c1c(N)n(Cc2ccccc2)c(=O)n(C)c1=O (stereo not given)
  Yeast lifespan up: -3 | E-sel TNF inh: . | PTEN del growth: 46 | bCat KO growth: 55 | NPY-Y2 antag: 0 | Measles CPE: 11 | MRP-1 activ: -3.0 | Yeast growth inh: -7 | GALR2 antag: -4 | Phagocytosis inh: -6
O=C(Nc1n[nH]c(C2CCCCC2)n1)C1CCCCC1
  Yeast lifespan up: -1 | E-sel TNF inh: 13 | PTEN del growth: 92 | bCat KO growth: 89 | NPY-Y2 antag: -2 | Measles CPE: 1 | MRP-1 activ: -0.5 | Yeast growth inh: -34 | GALR2 antag: -1 | Phagocytosis inh: 1
O=C(NCC(c1ccco1)N1CCN(c2ccccc2F)CC1)OCc1ccccc1 (stereo not given)
  Yeast lifespan up: 2 | E-sel TNF inh: . | PTEN del growth: 60 | bCat KO growth: 65 | NPY-Y2 antag: 6 | Measles CPE: 13 | MRP-1 activ: -4.2 | Yeast growth inh: -25 | GALR2 antag: -12 | Phagocytosis inh: -10
CNc1nc2sc3c(c2c(=O)n1C)CC(C)(C)SC3
  Yeast lifespan up: -8 | E-sel TNF inh: -9 | PTEN del growth: 98 | bCat KO growth: 96 | NPY-Y2 antag: 1 | Measles CPE: 17 | MRP-1 activ: -3.3 | Yeast growth inh: -30 | GALR2 antag: 1 | Phagocytosis inh: 0

Other compounds:
compound	Yeast lifespan up	E-sel TNF inh	PTEN del growth	bCat KO growth	NPY-Y2 antag	Measles CPE	MRP-1 activ	Yeast growth inh	GALR2 antag	Phagocytosis inh
CCc1sc(NC(=O)CN2CCOCC2)nc1-c1ccccc1	-6	-19	101	87	0	3	-1.2	-30	-6	-1
COC(=O)c1nn(-c2ccccc2)c(Sc2ccc(C)cc2)c1/C=N/O	-3	.	87	98	1	37	-2.5	-3	6	.
CC1(C)C2CCC1(CS(=O)(=O)N1CCCc3ccccc31)C(=O)C2 (stereo not given)	10	-2	87	83	7	28	-2.5	4	8	-5
O=C(C1CCN(Cc2ccc(F)cc2)CC1)N(CCc1ccccc1)Cc1ccccc1	1	.	72	67	24*	4	-4.0	-13	-13	-5
CN(C)c1ncc(C(=O)O)cn1	-5	-15	99	92	3	23	-1.1	-38	6	0
COc1ccc(/C=C(/NC(=O)c2ccc(OC)cc2)C(=O)NCCc2c[nH]c3ccccc23)cc1	-4	-19	93	92	4	4	-3.3	-45	-15	-5
Nc1c(S(=O)(=O)c2ccccc2)nnn1-c1ccccc1	.	28	99	89	3	17	-3.2	-16	6	.
CC(O)(CS(=O)(=O)Cc1ccc(Cl)cc1)C(=O)Nc1cccc(C(F)(F)F)c1 (stereo not given)	-12	0	83	72	1	14	-0.1	-37	2	.
Nn1c(SCC(=O)NCc2ccc3c(c2)OCO3)nnc1C1CC1	-12	-7	102	98	2	3	-1.1	-67	2	-1
Cc1ccc(S(=O)(=O)N2CCC(=O)N(C(COC(=O)Nc3ccccc3)Cc3ccccc3)CC2)cc1 (stereo not given)	1	-6	76	75	-1	22	-2.8	-10	6	.
Cc1cc(N2CCOCC2)nc(SCc2c(Cl)cccc2Cl)n1	1	.	78	89	1	40	-0.5	-11	-7	-11
Cc1nn(-c2ccccc2)c(Cl)c1C(=O)N(C)c1nc(-c2ccc(F)cc2)cs1	0	.	88	88	-2	25	-2.2	-15	5	-4
NC(=O)C1CCN(C(=O)c2cc(S(=O)(=O)N3CCOCC3)c(Cl)cc2Cl)CC1	-16	.	84	95	0	6	-2.1	-13	13	5
CCCC(=O)c1ccc(N2CCOCC2)c(F)c1	-8	13	97	95	0	5	-1.8	3	-1	-2
Cc1ccc(CC2CC(=O)N(CC(=O)O)C2=O)cc1 (stereo not given)	.	-5	97	102	4	19	-0.4	-22	8	.
CCn1c(SCC(=O)Nc2ccc(N3CCOCC3)c(Cl)c2)nnc1-c1ccc(N)cc1	-7	1	73	67	-1	27	-2.3	-18	-13	.
Cc1cc(C(=O)NCCCn2ccnc2)sc1-c1ccccc1	-3	9	58	38	3	34	-1.9	-3	3	-1
CC(C)[C@H](NC(=O)c1ccccc1)C(=O)OCC(=O)N1CCCc2ccccc21	-3	.	82	82	2	8	-3.5	3	-1	-3
COc1ccc(OC)c(NC(=O)c2ccccc2SC)c1	-33	14	89	101	-1	5	1.6	-40	-6	3
Cc1c([N+](=O)[O-])c([N+](=O)[O-])nn1CC(=O)N1CCCCC1	7	.	83	92	-1	3	-2.7	-38	14	0
COc1ccc(C(=O)NC2CCCCCC2)cc1S(=O)(=O)Nc1ccc(Br)cc1	-5	6	77	91	2	32*	-1.8	-35	-15	1
COC(=O)c1ccccc1NC(=O)c1ccc(COc2ccc(C)c(C)c2)o1	-23	13	96	99	10	0	-0.1	-26	-7	.
COc1cccc(CN(Cc2cccnc2)S(=O)(=O)c2ccc(-n3cnnn3)c(C)c2)c1OC	-5	-6	102	82	2	7	-2.0	11	0	0
CC1=CC(C)(C)C(C(=O)O)C(C(=O)O)C1 (stereo not given)	.	8	105	86	-1	7	3.2	-19	5	-1
COc1ccc(C(=O)Nc2cc3c(cc2C#N)OCO3)cc1S(=O)(=O)N1CCN(C)CC1	-9	.	116	97	-1	23	-0.9	25	4	0
COc1ccc(Cl)c(S(=O)(=O)N2CCCC2)c1	-24	1	87	90	1	22	-2.3	-16	7	8
Cc1cc(=O)n2nc(N3CCCC(C(=O)N4CCN(C)CC4)C3)sc2n1 (stereo not given)	8	22	99	90	7	15	-1.6	-34	1	.
O=C(Nc1nnc(CSCc2ccc(F)cc2)s1)c1ccc([N+](=O)[O-])cc1	8	.	94	99	3	10	0.8	-6	1	.

Screening data deposited in PubChem by several laboratories.
